# Bioassay records deposited in PubChem by Sanford-Burnham Center for Chemical Genomics.
# UPR CHOP act: activators of apoptotic arm of unfolded protein response (CHOP); CHO-CHOP luciferase reporter, UPR activation, luminescence; percent of tunicamycin response over DMSO baseline; activation, % at 10 µM; hit rate 0.34% among 330,000; AID 449763;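 active = at 10 µM dose, activation of 40% or more, normalized to positive control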;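 also: 100% = tunicamycin at 10 µg/mL and 0% = DMSO alone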
#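 System: CHO-CHOP luciferase reporter cell line; amount: 500 cells/well; buffer or medium: F12 medium containing 10% fetal bovine serum; incubation: 6 h compound exposure at 37 °C after overnight seeding; measured by: luciferase luminescence after 10 min with Steady-Glo reagent; evaluation: % reporter activation, DMSO baseline versus tunicamycin full activation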
# APJ ag: activates the human apelin receptor APJ | CHO-K1 APJ PathHunter beta-arrestin, luminescence; 0% DMSO wells, 100% apelin | activation, % at 20 µM | hit rate 0.11% among 330,000;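 active = activation more than six SD over the plate average, tested at 20 µM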;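 also: 0% = DMSO alone and 100% = apelin-13 at 10 nM; some results filed as inactive read as strong as hits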
# Target sequence (P35414 whole entry, looked up): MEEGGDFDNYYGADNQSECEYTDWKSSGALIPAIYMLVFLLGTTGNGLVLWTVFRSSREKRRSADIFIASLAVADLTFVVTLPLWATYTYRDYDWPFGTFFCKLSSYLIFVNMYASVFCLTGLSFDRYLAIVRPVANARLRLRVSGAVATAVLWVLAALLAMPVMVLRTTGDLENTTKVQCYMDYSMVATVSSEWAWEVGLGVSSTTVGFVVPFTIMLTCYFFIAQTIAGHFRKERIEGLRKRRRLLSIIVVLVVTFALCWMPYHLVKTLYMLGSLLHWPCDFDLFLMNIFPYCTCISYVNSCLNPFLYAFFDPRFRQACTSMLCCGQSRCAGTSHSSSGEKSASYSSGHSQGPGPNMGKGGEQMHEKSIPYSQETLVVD
#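 Material: CHO-K1 APJ beta-arrestin complementation cell line; Input: cell density 1000 per well; Incubation: compound stimulation 90 min at 25 °C, detection 60 min; Signal: luminescence from split beta-galactosidase complementation, Galacton Star/Emerald II substrate; Controls: DMSO-only wells as negative, 10 nM Apelin-13 as positive control.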
# EBI2 antag: blocks human EBI2 receptor beta-arrestin signaling; inhibition, % at 5 µM; EBI2 beta-arrestin recruitment, luminescence, 7a,25-OHC stimulated; P32249; AID 651636; hit rate 0.81% among 360,000; in the data active = inhibition above about 38%;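 also: enzyme fragment complementation signal reports receptor beta-arrestin coupling in cells; 0% = agonist plus DMSO wells and 100% = wells without agonist; some results beyond the cut were filed as inactive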
# Target sequence (P32249 whole entry, looked up, the tested form may be a part): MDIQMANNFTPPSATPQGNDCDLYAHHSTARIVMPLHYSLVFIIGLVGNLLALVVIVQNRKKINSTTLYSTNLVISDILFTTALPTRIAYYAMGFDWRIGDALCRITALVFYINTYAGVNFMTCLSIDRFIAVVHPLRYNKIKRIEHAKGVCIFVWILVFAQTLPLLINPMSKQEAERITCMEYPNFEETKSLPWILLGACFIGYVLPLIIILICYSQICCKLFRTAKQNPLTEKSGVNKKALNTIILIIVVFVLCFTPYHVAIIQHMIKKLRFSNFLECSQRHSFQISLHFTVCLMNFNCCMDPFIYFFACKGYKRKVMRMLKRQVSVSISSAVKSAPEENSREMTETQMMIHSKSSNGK
# CCR6 antag: antagonists of human CCR6 receptor; CHO-K1 CCR6 PathHunter beta-arrestin, luminescence, CCL20-stimulated; inhibition, % at 20 µM; hit rate 0.49% among 340,000; AID 493098;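 active = compounds whose inhibition of the agonist-driven luminescence signal at 20 µM reaches about 50%, limit read from the data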;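 also: cells stimulated with CCL20 at 14 nM final; plate controls were DMSO with CCL20 for no effect and DMSO without agonist for full effect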
# APJ antag: APJ receptor antagonism | P35414 | CHO-K1 APJ beta-arrestin complementation, luminescence | inhibition, % at 20 µM | hit rate 0.32% among 330,000;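 active = inhibition above about 40% at 20 µM, limit read from the data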;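 also: cells challenged with 10 nM apelin-13 agonist together with compound; plate controls were apelin-13 plus DMSO wells for no effect and DMSO wells lacking apelin-13 for full effect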
# tim23-1 inh: inhibits growth of tim23-1 mutant yeast; inhibition, % at 20 µM; AID 463212; hit rate 1.3% among 330,000; S. cerevisiae tim23-1 growth, BacTiter-Glo luminescence, 24 h;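 active = growth inhibition of the mutant yeast at or above 50%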;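 also: temperature-sensitive mutant grown at 25 °C; plate controls were DMSO-treated mutant yeast for no effect and medium wells lacking yeast for full effect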
# XBP1 UPR activ: activators of adaptive arm of unfolded protein response (XBP1); CHO-XBP1 luciferase reporter, IRE1-XBP1 UPR activation, luminescence; percent of tunicamycin response, DMSO as zero; activation, % at 20 µM; hit rate 0.33% among 330,000;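 active = versus positive control, 20 µM dose yields 30% or more activation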;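 also: 100% = tunicamycin at 10 µg/mL and 0% = DMSO only wells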
#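 assay system = CHO-XBP1 luciferase reporter cells | amount = 1000 cells/well | buffer or medium = F12 plus 10% FBS | compound dosing = single point, 20 µM final compound, 1% DMSO | incubation = 16-18 h cell attachment at 37 °C, then 6 h compound exposure | detection = Steady-Glo luminescence read | controls = tunicamycin 10 µg/mL and vehicle-only wells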
# Mdm2-MdmX inh: human Mdm2/MdmX binding inhibition; inhibition, % at 8 µM; SaOS-2 split-luciferase Mdm2/MdmX complementation, luminescence; hit rate 3% among 330,000; O15151+Q00987; AID 485346;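 active = inhibition of at least 50% at 8 µM in the primary screen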
# CXCR6 block: inhibitors of human CXCR6 receptor; O00574; CHO-K1 PathHunter CXCR6 beta-arrestin, luminescence; inhibition, % at 20 µM; hit rate 0.36% among 360,000; AID 602244; in the data active = inhibition above about 34%, passing the limit was not always enough;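 also: antagonist mode with CXCL16 agonist at 10 nM final; 0% = 10 nM CXCL16 with DMSO and 100% = unstimulated wells without agonist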
# * = called active by the depositor.
SMILES,UPR CHOP act,APJ ag,EBI2 antag,CCR6 antag,APJ antag,tim23-1 inh,XBP1 UPR activ,Mdm2-MdmX inh,CXCR6 block
O=C(Cn1c(=O)oc2ccccc21)N1CCN(c2ccc(N3CCOCC3)nn2)CC1,1.8,-0.9,-5.3,6.9,7.5,11.2,-3.3,-13.5,-2.3
COc1ccc(-c2cc(C(F)(F)F)n3ncc(C(=O)NCc4ccco4)c3n2)cc1,-2.6,-4.5,17.2,-20.6,22.0,19.9,-4.0,25.3,4.4
COc1ccc(CC(=O)OC(C)CN2CCCC2)cc1 (stereo not given),0.2,0.1,-13.6,0.8,4.8,7.2,1.0,4.5,1.9
COc1ccc(/C=C/C(=O)OCC(=O)c2c[nH]c3ccccc23)cc1,-2.5,-2.4,1.8,10.6,-2.0,2.7,-4.2,-29.9,-1.7
Cn1nc(C(F)(F)F)c2cc(NC(=O)OCc3ccc(F)cc3)sc21,0.3,3.7,22.4,4.9,20.1,-6.4,-1.8,9.5,-1.8
COc1ccccc1-c1cc(C(=O)Nc2cccnc2Cl)no1,1.8,-5.7,2.2,9.6,2.9,-2.9,0.6,2.0,-5.8
CCSc1nc2sc3c(c2c(=O)[nH]1)CCCC3,-1.7,-6.7,1.7,12.3,5.3,-0.1,0.4,24.7,7.3
CN(C)CCCNc1ccc(-c2cc(Nc3cccc(Cl)c3)ncn2)cn1,3.1,9.5,1.5,4.4,-24.2,8.3,-1.0,47.6,-15.2
Cc1cc(C(=O)NCC(=O)OCC(=O)NCC2CCCO2)ccc1[N+](=O)[O-] (stereo not given),-2.4,-5.2,-9.9,11.5,4.4,-6.7,-2.7,7.5,6.9
COc1cc(Cl)ccc1OCc1cc(C(=O)N2CCN(C)CC2)no1,0.4,1.8,-10.2,5.9,10.2,-4.3,-1.8,-7.4,-8.0
COc1ccc(N2CCN(Cc3cc(=O)c(OCC(=O)NC4CCCC4)co3)CC2)cc1,1.6,-7.5,-1.3,8.7,-37.4,-1.5,-2.7,18.8,-6.8
C[C@H](CO)N1C[C@H](C)[C@@H](CN(C)Cc2ccc(Oc3ccccc3)cc2)Oc2c(NS(=O)(=O)c3cn(C)cn3)cccc2C1=O,0.4,-2.4,2.0,3.4,4.3,8.7,0.9,-1.1,-5.7
COc1ccc(C(=O)NC(=S)Nc2cc3oc4ccccc4c3cc2OC)cc1,26.5,12.1,48.3*,1.5,0.3,6.7,34.1*,24.6,-11.6
COCCn1c(SCC(=O)Nc2c(C)n(C)n(-c3ccccc3)c2=O)nc2ccccc2c1=O,-2.0,-3.4,-4.1,9.4,4.9,3.7,-0.3,27.7,5.1
C/C=C/c1ccc(O)c(OC)c1,-3.9,3.1,-4.2,6.8,-86.8,20.9,-0.3,2.2,-4.3
COc1ccc(NC(=O)C2Cc3cc(S(=O)(=O)N4CCCCC4)ccc3N2C(C)=O)cc1Cl (stereo not given),-0.5,-0.9,-6.0,26.6,6.2,2.0,-3.7,12.6,9.7
Cc1noc(C)c1COC(=O)C1(c2cccc(F)c2)CCCC1,1.0,-4.9,5.7,-1.6,7.7,-14.3,-2.9,11.5,0.4
Nc1ccc(C(=O)N/N=C/c2ccccc2)cc1,4.7,5.7,2.9,3.1,-0.7,9.1,2.7,-16.7,-0.4
Cc1c(N(C(=O)c2cnccn2)C2(C(=O)NC3CCCC3)CCCCC2)c(=O)n(-c2ccccc2)n1C,0.7,-4.1,3.7,6.8,-6.5,8.0,-1.8,5.0,3.9
CCOc1ccc(-c2n[nH]c(=S)n2/N=C/c2cc3c(cc2[N+](=O)[O-])OCO3)cc1,-0.1,0.9,2.5,-0.5,8.7,-15.5,-1.4,19.0,-2.0
CCOc1ccc(NC(=O)NNC(=O)c2ccc(Cl)cc2Cl)cc1,-0.9,-2.1,-9.7,2.1,-5.3,-4.7,-1.9,13.1,10.3
CN(Cc1ccccc1)C(=O)CN1C(=O)c2ccccc2C1=O,1.3,-0.5,-4.9,-3.2,16.2,12.2,-0.6,-17.8,1.9
COc1ccccc1OC(=O)c1cc(Cl)nc2ccccc12,-0.1,-1.7,4.2,6.9,20.8,19.1,-3.1,17.7,2.4
Cc1cn2c(-c3cccnc3)nnc2s1,1.3,-0.4,9.3,-12.7,2.5,9.5,-0.2,-13.9,-0.4
COc1cccc(-c2csc(N3CCN(C(=O)C4CCCCC4)CC3)n2)c1,0.3,-4.8,-2.1,0.7,13.4,29.0,-2.4,-14.0,-0.7
COc1cccc(/C=c2\s/c(=C\C(=O)C(C)(C)C)[nH]c2=O)c1,2.4,-0.5,2.3,20.7,5.4,27.9,1.6,9.5,10.0
COc1ccc(OC)c(S(=O)(=O)N2CCC(C(=O)Nc3cccc(C)c3)CC2)c1,-0.9,6.4,-0.6,-4.0,-8.6,10.5,0.9,8.7,-2.6
O=C(CC1Oc2ccccc2NC1=O)NCc1ccc(Cl)cc1 (stereo not given),-1.0,-4.9,-4.1,12.9,2.7,-5.6,7.2,7.5,-6.2
CC(C)OC(=O)c1cccc(C(=O)O)n1,1.7,-0.8,-4.0,5.2,1.1,8.9,0.7,11.7,-3.6
N#Cc1ccccc1S(=O)(=O)N1CCN(CC(O)c2ccccc2)CC1 (stereo not given),1.1,-1.7,-8.4,6.2,-4.0,14.7,0.6,5.3,-4.0
Cc1oc2cc3oc(=O)c(CCC(=O)NCc4ccccn4)c(C)c3cc2c1C,1.6,-0.5,21.1,8.9,2.4,23.2,-0.7,-3.4,-10.0
COc1cccc(-c2nc(N3CCCC3)c3ccccc3n2)c1O,-2.0,-1.1,1.3,6.7,3.4,26.3,0.8,25.4,8.4
CC(C)CCNC(=O)CO/N=C/c1ccccc1OC(F)F,-1.7,-2.6,-3.7,9.2,7.7,9.5,1.6,0.2,-8.5
O=C1CC(NC(=O)C(F)(F)F)=NN1c1ccccc1,-3.3,-0.1,2.9,-5.7,-0.7,12.1,-3.5,-13.9,-0.7
Cc1ccc(S(=O)(=O)N2CCCC2C(=O)Nc2cc(C)on2)cc1 (stereo not given),-0.5,-4.9,-14.7,-2.3,8.7,5.4,-1.2,14.8,-3.1
O=C(Cn1nnc(-c2ccccc2F)n1)OCC(=O)c1ccccc1,-0.9,-1.1,-28.5,3.1,-2.6,28.7,-2.1,9.4,3.4
O=C(CSc1ccc(-c2ccco2)nn1)N1CCCCC1,1.4,-4.9,-8.7,-5.5,-2.9,20.4,-0.9,-11.0,-4.5
Cc1cc(OCC(=O)OCC(=O)Nc2cccnc2Cl)ccc1Cl,0.6,-1.9,-1.0,-0.4,18.9,16.4,0.3,12.0,2.9
C=CCSc1nc(C)cc2c1C(=O)OC2,-1.4,-1.3,-3.9,10.2,11.4,-60.9,-1.9,-6.2,-9.2
Cc1cc(C)nc(SCC(=O)N2CCOCC2)n1,-2.4,-3.7,-11.5,7.5,3.0,3.2,-4.0,11.0,-11.4
COCc1cc(C)nc2sc(C(=O)NC3CCCCC3)c(N)c12,-1.8,-0.3,-1.5,-14.0,-18.7,10.3,1.8,7.8,3.9
O=C(CN1CCc2ccccc2C1)Nc1ccccc1Cl,-0.8,1.0,-1.2,10.4,5.9,23.3,-5.5,20.6,0.6
COc1cccc(OC)c1C(=O)Nc1sc2c(c1C#N)CCC2,-0.6,0.3,6.6,2.8,11.4,-6.6,-2.2,30.4,-3.7
O=C(CSc1nc2cccnc2n1Cc1ccccc1)NC1CCCCC1,-1.7,3.5,9.7,8.7,6.4,18.1,-2.4,19.3,5.7
Cc1ncoc1C(=O)NC1CCCc2c1cnn2-c1ccc(C(C)(C)C)cc1 (stereo not given),2.8,8.9,-10.0,12.8,-17.7,31.9,-3.3,15.4,-2.5
Cc1cccc(NC(=S)/N=C(\N)Nc2nc(C)c3cc(C)ccc3n2)c1,1.7,-1.4,20.1,19.9,3.3,14.6,2.9,26.7,5.1
COc1ccc(CCC(=O)NCCOc2ccc(C)cc2)cc1,-1.5,-2.7,19.2,17.0,12.8,11.5,2.8,11.7,-5.6
CCCCNC(=O)COc1ccccc1C(=O)c1cc(C#N)c(=O)n(CCOC)c1,-1.6,-1.4,-1.1,7.4,2.0,-4.5,2.2,-15.9,-4.2
CSc1ccc(/C=C(/NC(=O)c2ccco2)C(=O)N2CCOCC2)cc1,0.5,-3.8,-5.2,-0.8,4.0,12.1,0.8,24.4,-2.6
O=C(Nc1cccc2ncccc12)c1cccc(Br)c1,-0.2,-2.1,2.7,19.5,-14.3,9.5,-4.0,39.4,8.4

# (list continues)
SMILES,UPR CHOP act,APJ ag,EBI2 antag,CCR6 antag,APJ antag,tim23-1 inh,XBP1 UPR activ,Mdm2-MdmX inh,CXCR6 block
COc1ccccc1-c1noc(-c2ccncc2)n1,4.4,1.3,-1.0,0.5,11.6,3.3,1.0,-11.3,0.0
Cc1ccc(/C=N/NC(=O)c2nnn(-c3nonc3N)c2C(C)C)o1,-0.4,5.2,-6.7,3.5,10.0,16.0,-5.5,-5.9,-0.6
N#Cc1c(-c2ccccc2)nc(SCC(=O)NC2CCCCC2)[nH]c1=O,-0.4,-3.0,1.2,3.6,10.3,3.1,-0.5,1.1,-0.2
Cc1cc(C)cc(N2CC(O)Cn3c2nc2c3c(=O)[nH]c(=O)n2C)c1 (stereo not given),-1.5,6.2,-6.4,-10.1,-13.8,14.1,-3.4,-1.1,-2.3
COC(=O)c1c(NC(=O)COC(=O)Cn2cnc3ccccc32)sc2c1CCCC2,-1.2,-2.9,-12.9,-8.7,-7.8,36.1,-3.5,22.4,-3.1
Cc1onc(-c2c(F)cccc2Cl)c1C(=O)NCc1ccccc1,2.1,-1.3,7.8,7.9,4.3,0.7,-3.1,-16.5,-2.6

# An excerpt of these results, with tabs.
SMILES	UPR CHOP act	APJ ag	EBI2 antag	CCR6 antag	APJ antag	tim23-1 inh	XBP1 UPR activ	Mdm2-MdmX inh	CXCR6 block
Nc1ccc(C(=O)N/N=C/c2ccccc2)cc1	4.7	5.7	2.9	3.1	-0.7	9.1	2.7	-16.7	-0.4
COC(=O)c1c(NC(=O)COC(=O)Cn2cnc3ccccc32)sc2c1CCCC2	-1.2	-2.9	-12.9	-8.7	-7.8	36.1	-3.5	22.4	-3.1
CC(C)OC(=O)c1cccc(C(=O)O)n1	1.7	-0.8	-4.0	5.2	1.1	8.9	0.7	11.7	-3.6
COCc1cc(C)nc2sc(C(=O)NC3CCCCC3)c(N)c12	-1.8	-0.3	-1.5	-14.0	-18.7	10.3	1.8	7.8	3.9

# A portion of the library; the hit share may differ from the screen's.
